# Bioassay records deposited in PubChem BioAssay by National Center for Advancing Translational Sciences (NCATS).
# D1 antag – antagonists of human D1 dopamine receptor; P21728; HEK293 TREx D1 cells, calcium flux, dopamine EC80; stronger effect = lower value; activity change, negative = inhibition, % at 10 µM; 360,000 compounds, 3.2% hits; AID 504652; in the data active = activity change below about -30%; note: % is set by controls: 0 for no effect and ±100 for the full control effect
#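 Kinetic fluorescence of a calcium dye serves as the read-out. D1-expressing Hek293 Trex cells, induced overnight at 30 C, are exposed to compound for 180 s before an EC80 dopamine addition, then read 180 s further.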
# Glioma ERSR ind – ER stress response induction in glioma | U87-MG GRP78 promoter luciferase reporter, 16 h | Potency, µM, for inactives: at the top dose activation, most hits filed as activators | 420,000 compounds, 0.02% hits; note: potency is the fitted concentration of half-maximal effect; series mostly up to about 76 µM; % of control where 0% means no effect; nearly all actives have a fitted effect of over 35% in size
#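 Stably transfected U87-MG human glioma cells carrying a GRP78-based luminescent sensor were seeded at 1000 cells/well, pin-dosed with compounds and incubated 16 h. Luciferase reagent was then added, and end-point luminescence was read after 10 min at room temperature.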
# LDHA inh – inhibitors of human lactate dehydrogenase A. activity change, % (values are at about 110 or 230 µM). purified LDHA, NADH/diaphorase-resazurin fluorescence; stronger effect = lower value. 480,000 compounds, 0.15% hits. AID 1347041. P00338; in the data active = activity change below about -30%; inconclusive = mostly about -25% to -30%;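 note: plate controls were DMSO wells for no effect and wells without enzyme for full effect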
#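 Enzyme activity of human lactate dehydrogenase 5 (2 nM; 0.06 mM NADH, 0.2 mM pyruvate, 5 min, RT) is measured via a resazurin/diaphorase fluorescence readout of residual NADH.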
# D1 agonist – agonists of human D1 dopamine receptor; P21728; HEK293 T-REx D1 cells, calcium flux, agonist mode; activation, % at 2 µM; 360,000 compounds, 1% hits; in the data active = activation above about 30%; note: 0% is about no effect
#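 Tetracycline-induced HEK293 TREx D1 cells, force-coupled to calcium signalling, were dye-loaded with a no-wash calcium kit. Compound was pin-added after a 10 s baseline. Fluorescence was read kinetically at 1 cycle/s for 180 s, with calcium rises flagged as agonism.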
# D1 potentiator – potentiators of human D1 dopamine receptor. P21728. potentiation, % at 10 µM. AID 504651. 360,000 compounds, 0.036% hits. HEK293 TREx D1 cells, calcium flux, dopamine EC20 potentiation; in the data active = potentiation above about 30%; note: 0% is about no effect
# Vif-A3G inh – blocks the Vif interaction with human APOBEC3G | Q9HC16 | HeLa A3G-eYFP + Vif (tagged APOBEC3G with the HIV-1 protein that degrades it), YFP fluorescence, overnight | Potency, µM (highest dose often 46.1 µM), for inactives: at the top dose activity, negative = active, most hits filed as inhibitors | 410,000 compounds, 0.076% hits;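 note: potency is the fitted concentration of half-maximal effect; % is set by controls: 0 for no effect and ±100 for the full control effect; nearly all actives have a fitted effect of over 60% in size; hits raise eYFP signal because A3G escapes Vif-driven loss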
# Target sequence (Q9HC16 whole entry, looked up): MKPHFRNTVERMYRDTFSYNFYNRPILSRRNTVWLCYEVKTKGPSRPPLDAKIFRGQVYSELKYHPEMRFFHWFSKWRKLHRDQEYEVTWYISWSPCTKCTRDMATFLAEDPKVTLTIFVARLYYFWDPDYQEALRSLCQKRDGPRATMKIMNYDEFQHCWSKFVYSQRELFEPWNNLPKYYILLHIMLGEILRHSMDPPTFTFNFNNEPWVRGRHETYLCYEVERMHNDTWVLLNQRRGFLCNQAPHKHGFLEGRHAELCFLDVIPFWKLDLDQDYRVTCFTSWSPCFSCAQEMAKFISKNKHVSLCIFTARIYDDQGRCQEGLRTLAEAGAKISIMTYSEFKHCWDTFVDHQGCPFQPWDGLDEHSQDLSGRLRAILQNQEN
#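 HeLa cells stably expressing Vif and C-terminally eYFP-tagged A3G, seeded overnight at 37 deg C, then exposed to compound by pintool overnight at 37 deg C. Rise in yellow fluorescence (Ex 488/Em 500-530, Acumen) marks blocked Vif-driven A3G degradation.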
# Vif-APOBEC3F blk – Vif-A3F binding inhibition | 390,000 compounds, 0.2% hits | Potency, µM (titrated, usually from 46.1 µM), without a hit: at the top dose activity, negative = active | AID 602313 | HeLa A3F-eYFP + Vif (tagged APOBEC3F with the HIV-1 protein that degrades it), YFP fluorescence increase; note: potency is the fitted concentration of half-maximal effect; % of control where 0% means no effect; nearly all actives have a fitted effect of over 65% in size
#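 HeLa cells stably expressing Vif plus C-terminally eYFP-tagged A3F were seeded, incubated overnight at 37 deg C, dosed with compound, incubated overnight again at 37 deg C. Yellow fluorescence (Ex 488/Em 500-530) reported blocked Vif-mediated A3F-eYFP degradation.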
# D2 PAM – positively modulates the human D2 dopamine receptor allosterically. HEK293 T-REx D2, calcium flux, EC20 dopamine potentiation. 340,000 compounds, 0.34% hits. potentiation, % at 10 µM. AID 485347. P14416;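 active = potentiation over 3 SD above the plate norm, cut at about 30% in these data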; note: 0% is about no effect
# Target sequence (P14416 whole entry, looked up): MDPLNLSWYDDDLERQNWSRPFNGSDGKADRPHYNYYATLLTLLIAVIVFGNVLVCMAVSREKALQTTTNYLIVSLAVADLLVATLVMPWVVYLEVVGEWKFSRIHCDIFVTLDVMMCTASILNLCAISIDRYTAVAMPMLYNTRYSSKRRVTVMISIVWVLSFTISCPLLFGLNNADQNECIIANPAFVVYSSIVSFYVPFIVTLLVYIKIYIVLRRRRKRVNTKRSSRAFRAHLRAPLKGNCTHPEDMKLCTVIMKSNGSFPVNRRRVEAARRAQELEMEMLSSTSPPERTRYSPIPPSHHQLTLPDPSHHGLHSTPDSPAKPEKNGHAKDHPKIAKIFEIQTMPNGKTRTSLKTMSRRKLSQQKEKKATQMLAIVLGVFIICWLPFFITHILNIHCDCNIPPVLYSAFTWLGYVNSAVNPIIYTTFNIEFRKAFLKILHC
#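 Tetracycline-induced Hek293 Trex D2 cells, force-coupled to calcium, loaded with no-wash calcium dye. Compound added with 180 s kinetic read for agonism, then EC20 dopamine and a further 180 s read for potentiation.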
# RXFP1 agonist – activates the human relaxin receptor RXFP1; AID 2676; Q9HBX9; HEK293T-RXFP1 cAMP TR-FRET, 30 min; response scale: percent of porcine relaxin response, buffer zero; Potency, µM (highest dose often 57.5 µM), without a hit: at the highest dose activation, most hits filed as activators; 370,000 compounds, 0.3% hits; note: potency is the fitted concentration of half-maximal effect; % is set by controls: 0 for no effect and ±100 for the full control effect; nearly all actives have a fitted effect of over 60% in size; many of its hits are not listed in these tables
#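 cAMP rise read by TR-FRET after 30 min, 37C compound exposure (up to 58 uM) in RXFP1-transfected HEK293 cells with Ro 20174 present. EC50 from Hill-equation fits, with 29 nM porcine relaxin as 100% and buffer as basal.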
# * hit, by the source's call; ? = inconclusive; · = no result given; & = joins results of further samples. Unless noted, calls come from the whole dose curve; as a rule, active = well fitted curve in the direction sought with a large enough effect; inconclusive = small, poorly fitted or top-dose-only effect, or another doubt; inactive = no such curve, though single readings can be large; an effect the other way counts as inactive or inconclusive. An excerpt; rates above refer to the full screens.
# The first 4 entries as a preview:
SMILES,D1 antag,Glioma ERSR ind,LDHA inh,D1 agonist,D1 potentiator,Vif-A3G inh,Vif-APOBEC3F blk,D2 PAM,RXFP1 agonist
Cc1ccc(Cn2nnc3c(=O)[nH]c(C4CCCN(C(=O)Nc5ccc(F)cc5)C4)nc32)cc1 (stereo not drawn),3,-5%,-2,5,-1,1%,-9%,19,0.8%
CN(Cc1ccccc1)c1ccc(C(CC(N)=O)NC(=O)Cc2ccc(Br)cc2)cc1[N+](=O)[O-] (stereo not drawn),10,-7%,-8,5,9,-1%,-2%,·,-2.8%
O=C(NCC1CCCO1)c1ccc(CS(=O)(=O)c2c(Cl)cccc2Cl)o1 (stereo not drawn),30,-4%,-15,7,·,5%,0%,0,-0.5%
Cc1cc(NC(=O)CSc2ccc3nnc(-c4cccs4)n3n2)no1,-28,-5%,0,1,-7,0%,-9%,-1,18%

# The whole of this part, from the start:
SMILES,D1 antag,Glioma ERSR ind,LDHA inh,D1 agonist,D1 potentiator,Vif-A3G inh,Vif-APOBEC3F blk,D2 PAM,RXFP1 agonist
Cc1ccc(Cn2nnc3c(=O)[nH]c(C4CCCN(C(=O)Nc5ccc(F)cc5)C4)nc32)cc1 (stereo not drawn),3,-5%,-2,5,-1,1%,-9%,19,0.8%
CN(Cc1ccccc1)c1ccc(C(CC(N)=O)NC(=O)Cc2ccc(Br)cc2)cc1[N+](=O)[O-] (stereo not drawn),10,-7%,-8,5,9,-1%,-2%,·,-2.8%
O=C(NCC1CCCO1)c1ccc(CS(=O)(=O)c2c(Cl)cccc2Cl)o1 (stereo not drawn),30,-4%,-15,7,·,5%,0%,0,-0.5%
Cc1cc(NC(=O)CSc2ccc3nnc(-c4cccs4)n3n2)no1,-28,-5%,0,1,-7,0%,-9%,-1,18%
COc1ccc(NC(=S)NC(NC(=O)C(C)C)C(Cl)(Cl)Cl)c([N+](=O)[O-])c1 (stereo not drawn),-1,-1%,3,7,0,2%,4%,4,0.9%
COC(=O)c1ccc(CSc2nnc(-c3ccc4c(c3)OCO4)n2-c2ccccc2)o1,7,-3%,5,12,2,-8%,-10%,12,0.1%
COc1cccc(CN2CCNC(=O)C2CC(=O)NCc2cn3ccc(C)cc3n2)c1OC (stereo not drawn),-18,1%,0,2,-12,-3%,-1%,-8,2.0%
O=C(NC1CCC(C(=O)O)CC1)OCc1ccccc1 (stereo not drawn),1&1,-3%&0%&18%,-10&-5&-5,0&4,-4&-3,0%&2%&-1%,1%&-5%&-6%,4&3,0.7%&0.2%
Cc1cccc(NCc2ccc([N+](=O)[O-])s2)c1,-12,-2%,2,3,-3,0%,3%,9,-0.4%
Cc1nc(-c2noc(-c3ccc(Cl)cc3)n2)c(C(F)(F)F)o1,12,2%,-5,1,-1,0%,-4%,-14,0.9%
CCCCn1c(N)c(N(CC(C)C)C(=O)CN(C)Cc2cccc(OC)c2)c(=O)[nH]c1=O,4,-5%,1,3,11,-2%,·,16,-0.1%
CCc1nnc(NC(=O)COc2ccccc2[N+](=O)[O-])s1,-20,7%,-5,1,0,0%,-17%,8,-1.0%
COc1ccc(OCc2ccc(-c3nc(C#N)c(N4CCCCC4)o3)o2)cc1,-3,-5%,-18,1,1,0%,-4%,15,0.7%
C=COCCNC(=S)N1CCOCCOCCN(C(=S)NCCOC=C)CCOCC1,-9,-4%,-11,3,6,2%,2%,9,-1.8%
O=Cc1ccc(-c2cccc(C(=O)O)c2)o1,-1,0%,0,-3,-1,1%,-8%,3,7.4%
CCOc1ccccc1NC(=O)c1cc(-c2ccncc2)nc2c(Cl)cccc12,5,-6%,-2,1,-9,-9%,-1%,2,1.9%
COCCNC(=O)CCn1nc(-c2ccc(Cl)cc2)ccc1=O,-23,-2%,-1,1,0,-4%,2%,9,-0.3%
CCN(Cc1ccccc1)C(=O)c1ccc(NC(=O)c2ccc(OC)cc2)cc1,4,0%,-12,1,8,1%,4%,-2,0.2%
CCOc1ccc(-c2noc(-c3cccnc3)n2)cc1OC,4,1%,-3,1,7,0%,2%,4,0.6%
CC(C)c1nc(N2CCOCC2)c(C#N)c2c1CCCC2,29,-6%,-3&0,3,1,0%,·,13,3.4%
Cc1cc(-c2ccccc2)nc2[nH]n(-c3ccccc3)c(=O)c12,5,-4%,0,-1,-3,-6%,-11%,6,-5.9%
CCOC(=O)c1ccc(NC(=O)c2nc[nH]c2C(=O)N[C@H](C)CO)cc1,·,-1%,0,·,·,4%,0%,·,·
CCOC(=O)c1c(NC(=O)COC(=O)c2ccccn2)sc(C(=O)N(C)C)c1C,14,-4%,-3,1,-4,-3%,-13%,20,1.8%
COc1cccc2cc(-c3nnc(SCC(=O)Nc4ccc(NC(C)=O)cc4)n3C)oc12,-57*,-3%,-1,1,-2,-7%,-5%,-10,-1.1%
CCCN(CC(=O)Nc1ccccc1C)C(=O)C1CCN(S(=O)(=O)c2ccc3c(c2)OCCO3)CC1,·,-3%,-7,·,·,-3%,0%,·,·

# Some of these compounds in order of the D1 agonist value, low to high:
SMILES | D1 agonist
Cc1cc(-c2ccccc2)nc2[nH]n(-c3ccccc3)c(=O)c12 | -1
CC(C)c1nc(N2CCOCC2)c(C#N)c2c1CCCC2 | 3
O=C(NCC1CCCO1)c1ccc(CS(=O)(=O)c2c(Cl)cccc2Cl)o1 (stereo not drawn) | 7

# The results go on:
SMILES,D1 antag,Glioma ERSR ind,LDHA inh,D1 agonist,D1 potentiator,Vif-A3G inh,Vif-APOBEC3F blk,D2 PAM,RXFP1 agonist
CCOC(=O)/C(C#N)=C\C1=C(N2CCCC2)CC(C)(CC)OC1 (stereo not drawn),-9,-3%,7,-2,5,0%,-8%,6,-0.1%
COC(=O)C1=C(C(=O)OC)C(c2ccccc2O)c2sc(=O)[nH]c2S1 (stereo not drawn),20,-2%,4,3,-1,-7%,-17%,-1,0.1%
Nc1ncnc2c(C3OC(CO)C(O)C3O)c[nH]c12 (stereo not drawn),·,-7%,-9,·,·,-21%,3%,·,·
CCc1ccc(NC(=O)c2cc(-c3cccs3)on2)cc1,-6&0,4%,-13&-1,2&4,-8&-1,2%,-1%,-6&-19,1.1%&2.7%
Cc1ccc2c(CN3C(=O)NC(C)(c4ccc5c(c4)OCO5)C3=O)cc(=O)oc2c1 (stereo not drawn),3,-3%,2,-1,4,0%,-2%,7,0.4%
Nc1cccc2c1C(=O)c1ccc(Cl)cc1C2=O,·,7%,-2,·,·,-10%,-7%,·,·
CCOc1ccc(C(=O)Nc2cccc(-c3nc4ccccc4[nH]3)c2C)cc1[N+](=O)[O-],-8,3%,-6,2,-10,-1%,-16%,-16,0.3%
O=C(Nc1ccc(S(=O)(=O)Nc2ncccn2)cc1)c1ccc2ncsc2c1,-13,-9%,-1,6,-2,-1%,4%,5,8.4%
O=C(Nc1ccc(S(=O)(=O)NCC2CCCO2)cc1)c1cccc(F)c1 (stereo not drawn),-1,2%,-3,3,-4,0%,4%,14,0.0%
Cc1nn(CC(=O)NCCc2ccccc2)c(=O)c2cccn12,-6,-4%,-3,2,-6,-1%,-3%,17,5.6%
Cc1nnc(N2C(=O)C(=O)/C(=C(/O)c3ccc4c(c3)OCCO4)C2c2ccc([N+](=O)[O-])cc2)s1 (stereo not drawn),5,·,·,5,6,·,·,-5,2.3%
CC(c1ccco1)N(C(=O)c1ccccc1NS(=O)(=O)c1ccc(Cl)c([N+](=O)[O-])c1)c1ccccn1 (stereo not drawn),-3,-8%,-1,11,-5,?,4%,11,0.5%
NS(=O)(=O)c1ccc(N=Nc2ccc(O)c3ncccc23)cc1,3,-8%,11,5,-1,-25%,?,-3,1.0%
CC1(C)CC(NC(=O)C2CCN(S(=O)(=O)c3ccc(F)cc3)CC2)CC(C)(C)N1,10,-7%,-4,3,6,-8%,2%,2,0.1%
COc1ccccc1NC(=O)Cn1c2ccccc2c2nc3n(c(=O)c21)CCS3,-44*,-7%,2,2,-4,2%,4%,11,5.3%
COc1ccc(CNCCNC(=O)c2nonc2N)cc1OC,8,-2%,-6,-1,-7,0%,-8%,7,0.8%
CN1CCN(CCCNC(=O)Cn2c(-c3cccs3)cc3cc(Cl)ccc32)CC1,-4,1%,-3,18,-5,3%,?,1,2.0%
CCCN(c1ccc(C(C)C)cc1)S(=O)(=O)c1c(C)[nH]c(=O)[nH]c1=O,-1,-4%,-12,1,-2,1%,?,1,-0.6%
CC(C)Oc1ccc(CCC(=O)NNC(=S)NCc2ccccc2)cc1,1,-1%,-6,2,-12,1%,-22%,15,-0.6%
Cc1ccc(-c2nnc(Sc3nc4ccccc4o3)c3ccccc23)cc1,-20,-4%,2,2,0,0%,-21%,9,0.1%
CC(C)c1ccc(CNc2cc(N3CCCC3)ccc2[N+](=O)[O-])cc1,-21,1%,-6,1,2,0%,-1%,-1,1.0%
COc1ccc(C(C(=O)NC(C)(C)C)N(C(=O)Cn2nnc3ccccc32)c2cccc(C(C)=O)c2)cc1O (stereo not drawn),-8,-2%,-2,2,-1,7%,-1%,9,-2.2%
CN(c1ccc(C(=O)Nc2cccc(O)c2)cc1)S(=O)(=O)c1ccccc1,-4,11%,0,4,1,-4%,0%,-4,0.9%

# D1 antag, hit marks shown above.
SMILES	D1 antag	LDHA inh	D1 agonist	D1 potentiator	D2 PAM	RXFP1 agonist
COc1cccc2cc(-c3nnc(SCC(=O)Nc4ccc(NC(C)=O)cc4)n3C)oc12	-57*	-1	1	-2	-10	-1.1%
COc1ccccc1NC(=O)Cn1c2ccccc2c2nc3n(c(=O)c21)CCS3	-44*	2	2	-4	11	5.3%
